Source: PubChem (National Center for Advancing Translational Sciences (NCATS))
ERK EGF inh: blocks ERK signaling stimulated by EGF. 0.41% of 130,000 active. HEK293-V1b, EGF-stimulated phospho-ERK AlphaScreen. Potency, µM (top dose mostly 11.5 µM), for the others: top-dose activity change, negative = inhibition, most hits filed as inhibitors; active = well fitted inhibition curve with a large enough effect; inconclusive = small, poorly fitted or top-dose-only effect, or effect the other way;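 note: plate controls were stimulated vehicle wells for no effect and unstimulated vehicle basal for full effect; nearly all actives have a fitted effect of over 55% in size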
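HEK293 cells stably expressing V1b receptor, serum-reduced (1% FBS) overnight, pretreated 30 min with compound, then stimulated 5 min with 25 nM EGF; phospho-ERK detected by AlphaScreen SureFire. AC50 from Hill fits, normalized to DMSO and EGF.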
Active calls of the source: *; ? = inconclusive; [ ] = another dose, or the depositor's remark. Potency is the fitted concentration of half-maximal effect. The list is partial. The share of hits here may be higher or lower than overall.

#	structure	ERK EGF inh
1	COc1cccc(CNC(=O)Cc2ccc(Br)cc2)c1	-6.5%
2	C=C1CCC(O)C/C1=C/C=C1\CCC[C@@]2(C)C(C(C)/C=C/C(C)C(C)C)CC[C@@H]12 (some centres not stated)	6.3%
3	O=C(CSC1=NCCN1)Nc1cccc([N+](=O)[O-])c1	2.7%
4	O=S(=O)(c1ccc(Cl)cc1)N1CCN=C1SCc1cccnc1	-2.3%
5	CC(C)(C)C(=O)NC(=S)Nc1ccc(F)cc1	-2.4%
6	CCN(C(=O)CSc1cc(C)c2ccccc2n1)C1CCS(=O)(=O)C1 (configuration not stated)	0.8%
7	Cc1cc(SCC(=O)c2ccc(O)c(O)c2)nc2ccccc12	-0.3%
8	Cc1cc(C)c(NC(=O)COC(=O)CSc2ccc(Br)cc2C)c(C)c1	7.0%
9	NC(=O)CCn1ccc2ccccc21	-0.9%
10	COCCn1c(SCC(=O)NC2CCCC2)nc2cccnc21	-12.9%
11	CC(C)CCCC(C)C1CCC2C3C(=O)C=C4CC(O)CC[C@@]4(C)C3CC[C@@]12C (some centres not stated)	11.4%
12	COc1ccc(-n2c(=O)cnc3cnc(Nc4ccccc4)nc32)cc1	-22.8%
13	O=C(NNS(=O)(=O)c1ccccc1Cl)c1nn(-c2ccc(F)cc2)ccc1=O	-7.8%[57.5 µM]
14	CC[C@@]1(O)C(=O)OCc2c1cc1n(c2=O)Cc2cc3c(N)cccc3nc2-1	-1.7%[57.5 µM]
15	O=[N+]([O-])c1cccc(-c2nnc3ccc4ccccc4n23)c1	-0.3%
16	Cc1c(C(=O)N2CCc3ccccc32)cnn1C	-1.3%
17	CC(C)=NNC(=O)c1c(O)c2ccccc2[nH]c1=O	-3.4%[57.5 µM]
18	CCNC(=O)CCSc1nnc(-c2ccco2)o1	2.0%
19	COc1ccc(-c2nc(SC(CC(=O)NCCO)c3cccs3)n[nH]2)cc1 (configuration not stated)	0.0%
20	CC(=O)/C(=N\Nc1ccccc1)Sc1nnc(-c2ccccc2)n1-c1ccccc1	6.0%
21	O=C(OCc1c(Cl)cccc1Cl)c1ccncc1	-0.3%
22	COCCn1c(NCc2ccco2)nc2c1c(=O)[nH]c(=O)n2C	-16.4%
23	Cc1cccc(Nc2ncnc3nc[nH]c23)c1	28.2µM*
24	CCC(=O)Nc1ccc(C(=O)NNC(=O)c2cc([N+](=O)[O-])cc([N+](=O)[O-])c2)cc1	2.9%
25	Cc1nc(Nc2ccc(Cl)c(Cl)c2)sc1C(=O)Nc1ccccc1	9.3%
26	Cc1nc2c3cc(F)ccc3n(Cc3ccccc3F)c2s1	5.7%
27	Cc1cc(NC(=O)CCCN2C(=O)/C(=C\c3cccs3)SC2=S)no1	-7.9%
28	Cc1nn(CC(=O)c2ccccc2)c(=O)c2nn(-c3ccccc3F)c(C)c12	-5.9%
29	N#CCCn1cc(C(=O)N2CCCCC2)c(-c2cccc([N+](=O)[O-])c2)n1	0.6%
30	Cc1sc2nc(SCC(=O)Nc3ccc(S(=O)(=O)NCCCC(=O)O)cc3)[nH]c(=O)c2c1C	-3.6%[57.5 µM]
31	Cc1cccc2sc(NNC(=O)c3ccc(S(=O)(=O)N4CCc5ccccc5C4)cc3)nc12	8.9%
32	COc1ccc(C2C(C#N)=C(N)OC3=C2C(=O)CC(C)(C)C3)cc1Cn1cc([N+](=O)[O-])cn1 (configuration not stated)	-1.6%
33	CCn1ncc(/C=N/NC(=O)c2cc(Cl)ccc2OC)c1C	3.2%
34	Cc1ccc(-n2c(C)cc(C(=O)COC(=O)c3ccc[nH]c3=O)c2C)cc1C	14.9%
35	O=C1NN=C(c2ccc(Br)cc2)CC1c1ccc(Cl)cc1 (configuration not stated)	-0.9%
36	C[C@@H]1CCC[C@]2(O[C@H](CCO)C[C@H](O)[C@H]2O)O1	14.8%[57.5 µM]
37	O=C(COC(=O)CNC(=O)c1sc2ccccc2c1Cl)Nc1cc(Cl)cc(Cl)c1	-2.0%
38	COc1ccc(CNC(=O)C(C)c2ccc([N+](=O)[O-])cc2)cc1 (configuration not stated)	-1.7%
39	COC(=O)c1ccc(C)c(NC(=O)CCc2cc(OC)c(OC)c(OC)c2)c1	-2.3%
40	CC(C)N1C(=O)CCC1C(=O)NCc1cccs1 (configuration not stated)	10.1%
41	CCc1ccc(C(=O)COC(=O)CNC(=O)COc2ccccc2)cc1	5.0%
42	O=C(CN1C(=O)c2ccccc2S1(=O)=O)c1ccc2c(c1)OCCO2	14.9%[57.5 µM]
43	CCCNC(=O)COC(=O)/C=C/c1cccc(F)c1	-5.3%
44	Cc1nc2ccccc2nc(C)c1=NOCc1ccc(Cl)cc1Cl	-2.0%
45	COc1cccc(C(=O)CN(C(=O)c2ccc(Cl)cc2Cl)N2C(=O)c3ccccc3C2=O)c1	2.2%
46	NNC(=O)Cn1c(COc2ccc(Cl)cc2)nc2ccccc21	-0.3%
47	O=C(NC1CCCC1)c1ccc(Cn2c(=O)[nH]c3ccsc3c2=O)cc1	-22.5%[57.5 µM]
48	COc1ccc(CNc2nc(C)c([N+](=O)[O-])c(C)c2C#N)cc1	-14.0%
49	O=c1[nH]c2cccnc2n1-c1cccc([N+](=O)[O-])c1	4.7%[57.5 µM]
50	CCc1nn2c(N)c(/C=C3\C=Nc4ccccc43)c(=O)nc2s1	-1.2%[57.5 µM]

Additional results
#	structure	ERK EGF inh
51	Cc1cc(C(=O)N2CCCC(C(=O)c3cccc4ccccc34)C2)nc(C)n1 (configuration not stated)	-8.3%[57.5 µM]
52	Cc1ccc(NC(=S)N/N=C/c2c(Cl)cccc2Cl)c(C)c1	-3.1%
53	COc1ccc(C(=O)NCC(=O)N/N=C/c2cccc(OC(=O)c3ccco3)c2)cc1OC	0.1%
54	CCOC(=O)c1csc(-c2sccc2Br)n1	-13.6%[57.5 µM]
55	CO/N=C/c1cn(-c2ccc(Cl)cc2)nn1	-12.0%
56	COc1cc(C=O)c(Br)cc1OCC(=O)NCc1ccccc1	-4.8%
57	O=C(/C=C/c1ccco1)N/C(=C\c1ccco1)C(=O)NCCc1nc2ccccc2[nH]1	-6.0%
58	COc1cc(/C=N/N=C2/C(=O)Nc3ccccc32)ccc1O	?
59	CCOC(=O)C1(CCCCCCOc2ccc(Cl)cc2)CO1 (configuration not stated)	?
60	Cc1cc(/C=C2/NC(=O)NC2=O)c(C)n1-c1cccnc1	0.6%
61	COc1ccc(C(=O)N/N=C(\C)CC(=O)Nc2ccc3c(c2)OCO3)cc1	7.0%[57.5 µM]
62	CC(=O)Nc1ccc(NC(=O)COC(=O)c2c(C)nn(-c3ccccc3)c2C)cc1	5.5%
63	COc1cc(OC)c(NC(=O)CCNS(=O)(=O)c2ccc3c(c2)oc(=O)n3C)cc1Cl	-1.0%
64	O=C(O)c1cccc(N2C(=O)c3ccc(Oc4ccc(Cl)cc4)cc3C2=O)c1	?
65	COc1ccc(CC(=O)Nc2nc(-c3ccncc3)cs2)cc1	-1.7%
66	Cc1nn(S(=O)(=O)N2CCOCC2)c(C)c1Br	-2.0%
67	Cc1cc(C)n2nc(SCC#N)nc2n1	-4.0%
68	COc1ccc(CCNC(=O)Cn2c(=O)n(-c3cc(F)ccc3F)c(=O)c3sccc32)cc1OC	-3.2%
69	CCOC(=O)N1CCN(c2cc(=O)n(C)c(=O)n2C)CC1	-7.6%[57.5 µM]
70	Cc1occc1C(=O)N/N=C/c1ccc(OCc2ccccc2)cc1	2.9%[57.5 µM]
71	Cc1ccc(-n2c(SCc3nc4ccccc4c(=O)[nH]3)nnc2-c2ccccc2O)cc1	10.0%
72	O=C(CCCn1cc([N+](=O)[O-])cn1)NCc1ccccc1	-5.1%
73	O=C1c2cccc3cccc(c23)N1Cc1ccc(F)cc1	-3.3%
74	Cc1cc(C(=O)COc2ccccc2C(N)=O)c(C)n1C1CC1	2.2%
75	c1cncc(-c2nccc(-n3ccnc3)n2)c1	25.9%

Fetched by compound from the entries so far, 2 records:
#	structure	ERK EGF inh
6	CCN(C(=O)CSc1cc(C)c2ccccc2n1)C1CCS(=O)(=O)C1 (configuration not stated)	0.8%
32	COc1ccc(C2C(C#N)=C(N)OC3=C2C(=O)CC(C)(C)C3)cc1Cn1cc([N+](=O)[O-])cn1 (configuration not stated)	-1.6%

Following part
#	structure	ERK EGF inh
76	COc1ccc(CCN2C(=O)NC(NC(=O)CCc3ccccc3)(C(F)(F)F)C2=O)cc1OC (configuration not stated)	-2.9%
77	Cc1cc(C(=O)Nn2c(-c3ccncc3)nc3ccccc3c2=O)ccc1[N+](=O)[O-]	-1.0%
78	O=C(CSc1cccc[n+]1[O-])Nc1c(Br)cc([N+](=O)[O-])cc1Br	-9.2%
79	COc1ccc(CCNC(=O)CCCNC(=O)Cn2cnc3sc(C)c(C)c3c2=O)cc1OC	?
80	CCS(=O)(=O)N1N=C(c2cccc(NS(C)(=O)=O)c2)CC1c1ccccc1 (configuration not stated)	0.4%
81	Cc1ccc(-n2nnc(-c3nccs3)n2)cc1	-6.0%[57.5 µM]
82	COc1ccc(NC(=O)CC2SC(=NCC3CCCO3)NC2=O)cc1 (configuration not stated)	-4.2%
83	Cc1cccc(C)c1N1C(=O)c2cccc([N+](=O)[O-])c2C1=O	9.4%
84	COc1ccc(NC(=O)c2onc(C)c2Cl)cc1	-13.5%[57.5 µM]
85	CN(C)S(=O)(=O)c1cccc(NC(=O)COC(=O)/C=C/c2ccc3c(c2)OCO3)c1	-4.8%
86	Cn1c(=O)c2c(SCC(=O)N3CCN(c4ccccc4)CC3)nc(C3CC3)nc2n(C)c1=O	-15.1%[57.5 µM]
87	CC(C)OCCCNc1ncc2c(n1)CC(c1cccs1)CC2=O (configuration not stated)	-6.2%[57.5 µM]
88	O=C(/C=C/c1ccccc1)NNC1=NS(=O)(=O)c2ccccc21	-0.9%
89	CS(=O)(=O)c1ccc(Cl)c(NC(=O)COC(=O)c2ccc(F)cc2Cl)c1	5.4%
90	CCOC(=O)C1=NN(c2ccccc2C)C2=NC(C)=C(C(=O)OC)C(c3cccs3)N12 (configuration not stated)	-0.7%
91	COc1cccc(-c2csc(N3CCN(C(=O)Nc4ccccc4Cl)CC3)n2)c1	?
92	CCOC(=O)c1ccc(-n2c(CN3CCC(C(N)=O)CC3)nc3ccc([N+](=O)[O-])cc3c2=O)cc1	3.9%
93	Oc1ccc(Nc2nc(-c3cccs3)cs2)cc1	7.3%
94	OC(COC(c1ccc(Cl)cc1)c1ccc(Cl)cc1)CN1CCN(c2ccccn2)CC1 (configuration not stated)	3.5%
95	Cc1nn(CC(=O)NCc2ccc(C(=O)O)cc2)c(C)c1[N+](=O)[O-]	-4.6%
96	Cc1ccccc1C(=O)NCCc1nnc(SCC(=O)Nc2nc(-c3ccccc3)cs2)n1C	1.0%
97	Cc1cccc(NC(=S)N2CCC(O)CC2)c1C	-1.0%
98	O=C(CN1CCCC1)Nc1cc(F)ccc1F	1.6%
99	Cc1ccc(S(=O)(=O)N2CCCC(C(=O)NCCC(C)C)C2)cc1 (configuration not stated)	7.5%
100	CCOc1cc(CNC(CC)CO)ccc1OCC(=O)Nc1cccc(C(F)(F)F)c1 (configuration not stated)	-1.1%

Exported as labelled records: 4 of the compounds above
[48] COc1ccc(CNc2nc(C)c([N+](=O)[O-])c(C)c2C#N)cc1
  ERK EGF inh = -14.0%
[25] Cc1nc(Nc2ccc(Cl)c(Cl)c2)sc1C(=O)Nc1ccccc1
  ERK EGF inh = 9.3%
[30] Cc1sc2nc(SCC(=O)Nc3ccc(S(=O)(=O)NCCCC(=O)O)cc3)[nH]c(=O)c2c1C
  ERK EGF inh = -3.6%[57.5 µM]
[1] COc1cccc(CNC(=O)Cc2ccc(Br)cc2)c1
  ERK EGF inh = -6.5%

Continuation:
#	structure	ERK EGF inh
101	C[C@@]1(O)CCOC(=O)C1	-3.3%[25.7 µM]
102	Cc1ccc(N=C2NC(=O)/C(=C/C=C/c3ccco3)S2)cc1C	1.0%
103	N#Cc1ccc(S(=O)(=O)N2CCCN(c3ccc(C(F)(F)F)cn3)CC2)cc1	-6.6%[57.5 µM]
104	Cc1nc(Nc2nc3ccccc3o2)nc(C)c1C	-2.6%
105	COc1ccc(CN(C)C(C)C(=O)Nc2ccc(S(=O)(=O)N3CCCC3)cc2)c(OC)c1OC (configuration not stated)	-3.1%
106	S=c1nc2ccccc2c2nc(-c3cccnc3)[nH]n12	2.1%[57.5 µM]
107	Cc1cc(C)n2c(SCC(=O)N(C)C3CCCCC3)nnc2n1	-6.3%
108	CN=C1SC(CC(=O)Nc2ccc(F)cc2F)C(=O)N1/N=C(\C)c1cccc(OCC(=O)O)c1 (configuration not stated)	-4.7%[57.5 µM]
109	COCCNc1c(-c2cc3ccc(C)c(C)c3[nH]c2=O)nc2ccccn12	-0.7%
110	O=C(O)CSc1nc(-c2cccs2)cc(C(F)(F)F)n1	34.8%
111	c1ccc(-c2ncc(-c3ccn[nH]3)s2)cc1	3.6%
112	COc1cc(OC)cc(C(=O)NC2CCN(CC(=O)Nc3cccc4ccccc34)CC2)c1	-2.3%
113	CCC(/C=C1\Sc2ccc(OC)cc2N1CCO)=C\c1sc2ccc(OC)cc2[n+]1CCO	14.1µM*
114	CCN(CC)CCNC(=O)NC(=O)c1ccc(Cl)cc1	7.5%
115	Cc1ccc(N2CCN(S(=O)(=O)c3ccc(F)cc3)CC2)c(C)c1	12.4%
116	NC(=S)NN=C1c2cc(S(=O)(=O)N3CCOCC3)ccc2-c2ccc(S(=O)(=O)N3CCOCC3)cc21	-3.1%
117	COc1ccc(CNC(=O)C2CCC(CNc3c(N4CCCCC4)c(=O)c3=O)CC2)cc1 (configuration not stated)	1.7%[57.5 µM]
